# Assay outcomes as filed in PubChem BioAssay.
# T cell HTS: modulators of CD8 T cell-vesicle binding, primary screen, mouse 2C CD8+ T cells, flow cytometry. 2C CD8+ T cell-vesicle binding; stronger effect = lower value. calls only at 7 µM. hit rate 0.068% among 330,000. AID 2052, 2009;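 active = response, share of CD8 T cells binding vesicles, and their 90th percentile fluorescence all below set limits, cut at about 80% in these data, passing the limit was not always enough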
#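 Also added: QL9-peptide-loaded Drosophila micro-vesicles bearing Ld, ICAM-1 and B7-1; Test system: purified 2C TCR transgenic mouse naive CD8+ T cells; Measured by: cytometric PE anti-B7-1 and Alexa647 anti-CD8 signals after 1% paraformaldehyde fixation; Timing: binding step 1.5 h, 37 °C, antibody labelling 20 min, ice.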
# Insulin prom up: insulin promoter activators in MIN6 cells, imaging, high-content screening, mouse beta cells; z-score at 5 µM; MIN6 insulin promoter-GFP reporter; stronger effect = higher value; AID 1625, 2009; hit rate 0.3% among 190,000;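 active = z-score above 3 at 5 µM with at least 500 cells counted in the well; inconclusive = wells under 500 cells, flagged as cytotoxic or low count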
# Autophagy mod: autophagy modulators in MEF cells, primary screen, imaging, high-content, MEF GFP-LC3 | MEF GFP-LC3 puncta imaging; test concentration mostly 10 µM | calls only at 10 µM (by protocol) | hit rate 0.98% among 190,000 | AID 463193, 2010;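 active = percentage of spot-positive cells more than 3 SD above its plate mean, without a fluorescence outlier flag or 80% toxicity; inconclusive = no clear call, values can overlap the other calls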;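 also: spot-positive cell cutoff set from DMSO-treated cells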
# WT yeast gro inh: growth inhibition of WT strain, primary screen, mitochondrial fusion inhibitor project, WT and mutant strains, chemical genetic. hit rate 2.1% among 190,000. inhibition, % at 10 µM. mitochondrial fusion phenotypic screen; in the data active = inhibition above about 58%; tested in S. cerevisiae
# MT stabilize HCS: microtubule stabilizers in HeLa cells, primary screen, imaging, high-content imaging | HeLa tubulin immunostaining HCS, 24 h; share of cells brighter than vehicle mean+2SD | % tubulin-high responders, % at 10 µM | hit rate 0.83% among 200,000;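 active = plate Z-score above 3 for both tubulin-high and condensed-nucleus cell shares, with cell loss under 80%, at 10 µM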;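 also: anti alpha tubulin signal scored within the nucleus-defined area of each cell; some results filed as inactive read as strong as hits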
# Myeloid diff MLP: induction of myeloid progenitor differentiation, primary screen, cell-based, flow cytometry, MLPCN library; ER-HoxA9 myeloid progenitors, lysozyme-GFP differentiation; calls only at 10 µM; hit rate 1% among 360,000;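 active = normalized GFP-positive differentiation at or above the plate's own cutoff, the solvent-only control mean plus 3 SD; inconclusive = no clear call, values can overlap the other calls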;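 also: cells exposed to compound for four days before flow analysis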
# West Nile virus CPE: West Nile virus antiviral activity, cell-based, CPE readout (AID 1621) | West Nile virus-infected cells, CPE inhibition; higher % means a stronger effect | one-dose CPE inhibition, % at 10 µM; IC50 in µM for titrated hits | hit rate 0.02% among 290,000; in the data active = a potency from the dose series; inconclusive = CPE inhibition mostly from about 3.7% at the one dose, without a potency; inactive = the rest, 99 in 100 with CPE inhibition below about 2.2%; also: strong numbers were not always called active
# b-catenin transl: modulators of beta-catenin nuclear translocation, primary screen, imaging, HeLa cells, immunofluorescence, high-content. hit rate 0.3% among 190,000. AID 1665, 2009. nuclear translocation activity, % at 5 µM;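 active = nuclear translocation activity above 50% at 5 µM, with a well cell count of 50 or more; inconclusive = wells under 50 cells across six images, flagged as toxic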;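 also: per-cell ratio of nuclear to cytoplasmic median beta-catenin stain intensity; plate controls were DMSO negative control for no effect and GSK-3 inhibitor IX positive control for full effect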
#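 test system = HeLa cells, endogenous beta-catenin | dosing = single 5 µM dose plus 0.02–20 µM confirmation series | times = compound treatment 24 h, 37°C, 5% CO2 | technique = beta-catenin immunofluorescence imaging with DAPI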
# Lipid droplet: inhibitors of hepatocyte lipid droplet formation, primary screen, imaging, high-throughput imaging, BODIPY stain. AML12 mouse hepatocytes, oleate lipid droplets. inhibition, % at 6.5 µM. hit rate 0.4% among 240,000. AID 1656, 2009;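 active = lipid droplet intensity inhibited by at least 50%, with more than 500 cells counted; inconclusive = wells with under 300 cells, treated as cytotoxic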
#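 Material – mouse AML12 hepatocyte cell line, fixed after treatment · Compound dosing – one dose, 6.5 µM compound · Times – compound with oleate, overnight · Measured by – Image-based BODIPY and DAPI two-channel analysis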
# WT yeast gro inh mutant strain: further read-out of WT yeast gro inh, marked with its call; inhibition, %; mitochondrial fusion phenotypic screen, mutant strain inhibition
# Insulin prom up cell count: also measured in Insulin prom up; calls as there; cell count; measured here: cytotoxicity, nuclei count;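 total cells summed across four imaged fields per well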
# Lipid droplet cells 6.5 µM: further read-out of Lipid droplet, marked with its call; cell count; measured here: cell count, cytotoxicity flag;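 cells counted across two imaged fields per well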
# b-catenin transl cell count 5 µM: further read-out of b-catenin transl, marked with its call; cell count; measured here: cell count, cytotoxicity flag
# T cell HTS vesicle-bound %: further read-out of T cell HTS, marked with its call; double positive events, %; measured here: CD8+ vesicle-bound cell fraction;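 binding gate set so that unloaded-vesicle control wells show 10% double positive cells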
# MT stabilize HCS Hoechst-high %: recorded beside MT stabilize HCS, whose call it bears; % Hoechst-high responders; measured here: nuclear condensation Hoechst responders;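 share of cells brighter than vehicle mean plus two SD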
# MT stabilize HCS cytotoxicity %: also measured in MT stabilize HCS; calls as there; toxicity, %; measured here: cytotoxicity by cell density;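 0% = mean cell density of plate MIN control wells and 100% = no cells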
# Autophagy mod cell loss 18 h: second read-out of Autophagy mod, no call of its own (marks repeat the call); toxicity, %; measured here: cell loss, nuclei count;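 cell loss after 18 h compound exposure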
# Myeloid diff MLP GFP+ MAC1+ %: recorded beside Myeloid diff MLP, whose call it bears; GFP+ MAC1+ double positive, %; measured here: differentiation confirmed by MAC1 staining
# An asterisk follows results filed as active; i = inactive; ? = inconclusive; / = not tested or not shown.
# Values run as follows: T cell HTS	T cell HTS vesicle-bound %	Insulin prom up	Insulin prom up cell count	Autophagy mod	Autophagy mod cell loss 18 h	WT yeast gro inh	WT yeast gro inh mutant strain	MT stabilize HCS	MT stabilize HCS Hoechst-high %	MT stabilize HCS cytotoxicity %	Myeloid diff MLP	Myeloid diff MLP GFP+ MAC1+ %	West Nile virus CPE	b-catenin transl	b-catenin transl cell count 5 µM	Lipid droplet	Lipid droplet cells 6.5 µM
CCn1cc(C(=O)NCc2ccco2)c(=O)c2cc(S(=O)(=O)N3CCCCCC3)ccc21
 : i	48.2	-1.23	832	i	-12.8	-6.8	-6.2	1.9	1.7	6.9	i	2.3	2.0%	-4.0	758	/	/
NC(=O)N/N=C/c1ccc(N2CCOCC2)s1
 : i	46.4	0.64	1301	i	-0.4	-3.1	3.1	4.0	3.5	11.3	i	1.3	0.3%	5.1	522	16.8	640
CCCCc1ccc(NC(=O)C2CCCO2)cc1 (stereo unspecified)
 : i	36.7	-0.92	1492	i	4.7	-1.9	-4.2	1.8	0.5	11.8	i	0.8	0.2%	2.1	849	18.5	724
CC(C)N(C(=O)Cn1cc(S(=O)(=O)CC(=O)Nc2ccccc2)c2ccccc21)C(C)C
 : i	9.4	/	/	/	/	/	/	/	/	/	i	1.1	-0.4%	/	/	10.7	695
COCc1cc(C)c2c(N)c(C#N)sc2n1
 : i	47.1	-1.07	1385	i	6.2	5.8	5.2	1.0	1.1	11.1	i	0.4	-0.1%	0.9	1178	2.0	818
CCN1C(=S)SC(=O)C1=C1C=C(C)N(Cc2ccco2)C(C)=C1
 : i	20.1	1.57	1067	i	7.9	13.2	11.3	5.4	1.8	6.5	/	/	/	-6.6	928	/	/
O=C(COc1ccc(S(=O)(=O)N2CCc3ccccc32)cc1Cl)NCc1ccccn1
 : i	39.3	-0.87	1212	i	-4.1	10.8	0.5	2.6	1.2	7.6	i	5.4	-0.2%	-0.3	1068	-39.7	734
O=C(NCc1ccco1)C1CC(=O)N(c2ccc(F)cc2)C1 (stereo unspecified)
 : i	25.0	-0.74	1279	i	-6.8	-1.1	-20.7	3.4	1.7	3.1	i	0.7	0.4%	1.0	1083	-5.1	675
Cc1nc(C)c(C(=O)N/N=C/c2cc(Br)ccc2O)s1
 : i	22.9	?	/	/	/	/	/	/	/	/	?	/	0.2%	0.9	1305	-35.5	616
Cc1[nH]c(=O)[nH]c(=O)c1S(=O)(=O)N1CCOCC1
 : i	38.0	0.85	726	i	23.0	0.3	7.5	1.7	2.2	5.9	i	0.3	0.3%	-3.6	1137	/	/
Cc1ccc(-c2cnc(-c3ccccc3C(=O)O)o2)cc1
 : i	15.8	/	/	/	/	/	/	/	/	/	i	1.0	-0.1%	/	/	-3.4	784
Cc1ccc2cc(/C=N/NC(=O)[C@@H]3CCCN3)c(Cl)nc2c1
 : i	33.5	-0.17	990	/	/	/	/	/	/	/	i	0.3	0.0%	0.6	1282	3.3	771
Cc1c(Cl)cccc1NC(=O)Cn1nnc(C(=O)NCc2cccs2)c1N
 : i	58.5	0.51	1567	i	-5.7	-13.7	0.9	5.5	1.2	10.9	i	0.6	0.7%	-1.9	1018	0.7	677
CC(=O)c1cc2c(cc1NC(=O)c1ccc(Cl)cc1)OCCO2
 : i	18.0	/	/	/	/	/	/	/	/	/	i	0.1	1.6%	/	/	-1.1	806
CN1CCN(S(=O)(=O)c2cccc(C(=O)Nc3nc(-c4ccccc4)cs3)c2)CC1
 : i	52.1	1.52	772	i	6.4	10.3	4.1	3.8	1.3	5.6	i	3.2	/	0.1	1078	5.5	801
COc1ccc(OC)c(C(=O)N2CCC(n3nccc3NC(=O)CC(C)C)CC2)c1
 : i	22.7	/	/	/	/	/	/	/	/	/	i	1.4	0.2%	/	/	-0.4	677
O=C(N/C(=C\c1cccc([N+](=O)[O-])c1)C(=O)N1CCOCC1)c1cccc(Br)c1
 : i	50.9	/	/	/	/	/	/	/	/	/	i	0.6	-0.1%	/	/	1.3	855
CC1=CC(C)(C)N2C(=O)C(=O)c3cc(OC(=O)c4ccco4)cc1c32
 : i	59.5	2.02	938	i	19.9	4.0	6.2	11.1	9.3	12.2	?	/	0.4%	0.2	1383	-2.2	671
COc1ccc(-n2nc(C(=O)NCC(=O)N3CCN(c4ccccc4OC)CC3)c3ccccc3c2=O)c(OC)c1
 : i	27.7	/	/	/	/	/	/	/	/	/	i	0.4	0.0%	/	/	2.0	814
Cc1[nH]c(C)c(S(=O)(=O)N2CCN(c3ccccc3F)CC2)c1C(=O)N1CCCCC1
 : i	10.2	/	/	/	/	/	/	/	/	/	i	4.7	-0.2%	/	/	21.8	732
O=C1c2ccccc2NC(c2c(Cl)cccc2Cl)N1Cc1ccccc1 (stereo unspecified)
 : i	51.6	0.36	999	i	-0.7	-2.4	1.7	1.0	1.4	7.7	i	0.5	0.3%	-3.1	1456	/	/
Cc1nn2c(-c3ccc(F)cc3)ccnc2c1Cl
 : i	51.6	/	/	/	/	/	/	/	/	/	i	0.7	-0.1%	/	/	-2.2	778
CCCCn1c(-c2cccc(Br)c2)nc2cc3[nH]c(=O)c(C(C)C)nc3cc21
 : i	27.2	/	/	/	/	/	/	/	/	/	i	1.0	0.4%	/	/	7.4	774
CCc1c(C)nc(N)n2c(SCC(=O)NC3CCCCC3)nnc12
 : i	18.0	/	/	/	/	/	/	/	/	/	i	2.1	-0.2%	/	/	-3.4	799
Cc1cccc(NC(=O)CS(=O)(=O)c2c[nH]c3ccccc23)c1C
 : i	37.5	0.15	1537	i	9.3	/	/	8.8	2.2	8.0	i	0.8	-0.1%	1.8	1421	/	/
CC1(C)NC(=O)N(CC(O)CN(c2ccccc2)S(=O)(=O)c2ccccc2[N+](=O)[O-])C1=O (stereo unspecified)
 : i	38.3	/	/	/	/	/	/	/	/	/	i	4.2	-0.5%	/	/	-14.8	802
COc1ccc(NC(=O)Nc2ncn(Cc3cccc(C(F)(F)F)c3)n2)cc1OC
 : i	20.8	/	/	i	-5.9	9.0	18.4	4.5	3.3	5.1	i	0.7	0.0%	/	/	-14.2	747
Cc1ccnc(NC(=O)c2cc(F)c(F)cc2Cl)n1
 : i	13.7	/	/	/	/	/	/	/	/	/	i	0.5	-0.3%	/	/	-10.3	798
O=C(Nc1sc2c(c1C(=O)O)CCCC2)c1ccc(Cl)cc1
 : i	54.7	/	/	/	/	/	/	/	/	/	i	0.8	-0.7%	/	/	-19.5	800
CC(C)C1=C2OC(N)=C(C#N)C(C#N)=C2C(C)CC1 (stereo unspecified)
 : i	9.1	-0.03	1177	i	10.9	18.1	10.9	3.1	2.4	10.0	i	0.7	1.2%	3.4	1310	/	/
Cn1c(=O)oc2cc(S(=O)(=O)N3CCN(c4ccc(F)cc4)CC3)ccc21
 : i	21.9	1.58	1862	i	1.6	-12.8	-12.2	2.9	1.1	5.8	i	2.1	0.6%	-1.5	1084	31.6	642
O=C(CCN1C(=O)c2ccccc2C1=O)CN1CCOCC1
 : i	57.7	-0.82	1520	i	-3.1	2.3	13.8	2.1	1.5	6.8	i	0.4	0.4%	-1.8	1040	10.1	700
Cc1cc(NC(=O)CN(C)S(=O)(=O)c2ccc(-c3ccc(=O)[nH]n3)s2)ccc1Br
 : i	3.7	/	/	/	/	/	/	/	/	/	i	4.4	-1.2%	/	/	-37.7	724
Cn1c(N2CCOCC2)nc2c1c(=O)n(Cc1ccc(Cl)c(Cl)c1)c(=O)n2C
 : i	49.3	0.32	1270	i	1.4	11.6	16.4	4.0	2.8	6.7	i	0.4	-0.5%	/	/	-9.1	633
Fc1ccc(CNc2ncccn2)cc1
 : i	32.1	/	/	/	/	/	/	/	/	/	i	0.4	-0.4%	/	/	-2.7	806
Cc1ccc(-c2noc(CCC(=O)Nc3cc(C)ccn3)n2)cc1
 : i	25.8	0.7	1560	i	-8.1	-5.5	11.9	4.4	2.0	4.6	i	0.3	0.0%	-6.4	949	/	/
Nc1ccc[n+](Cc2ccccn2)c1
 : i	54.6	-0.15	923	i	-12.2	-5.8	4.1	1.3	1.4	5.5	i	0.5	-0.1%	0.4	1190	/	/
COC(=O)c1nc2nc(C)cc(=O)n2[nH]1
 : i	29.4	0.32	1351	i	3.0	-16.5	6.9	2.9	1.1	10.1	i	0.8	0.1%	1.2	777	/	/
CC(NC(=O)CN(c1ccc(Cl)cc1)S(C)(=O)=O)c1ccccc1 (stereo unspecified)
 : i	51.7	/	/	/	/	/	/	/	/	/	i	0.2	-0.8%	/	/	-3.7	841
CCCOc1ccc(-c2nc3c(c(=O)[nH]c(=O)n3Cc3ccccc3)n2CCO)cc1OCC
 : i	8.6	/	/	/	/	/	/	/	/	/	i	1.3	-0.3%	/	/	7.0	826
Cc1cc(-c2nnc(SCC(=O)Nc3ccc(C)c(C)c3)n2N)n[nH]1
 : i	17.3	/	/	/	/	/	/	/	/	/	i	1.2	-0.4%	/	/	9.9	729
O=C(CSc1cccc[n+]1[O-])Nc1ccc(N2CCOCC2)cc1
 : i	1.0	-0.88	1305	i	3.4	13.2	-6.4	5.2	2.7	20.4	/	/	0.7%	0.0	1045	31.6	722
